Screening data: PubChem BioAssay, National Center for Advancing Translational Sciences (NCATS)
MCF10A rereplic: A quantitative high throughput screen for small molecules that induce DNA re-replication in MCF 10a normal breast cells | AID 624296, 2012 | 2.9% of 350,000 active | MCF 10A DNA re-replication, Hoechst nuclear intensity, 48 h | Potency, µM (series often up to 46.1 µM), for the others: top-dose activity, positive = re-replication, most hits filed as activators; note: potency is the fitted concentration of half-maximal effect; % of control where 0% means no effect; nearly all actives have a fitted effect of over 50% in size
SW480 rerep: A quantitative high throughput screen for small molecules that induce DNA re-replication in SW480 colon adenocarcinoma cells; SW480 DNA re-replication, Hoechst DNA content imaging, 48 h; Potency, µM (titrated, usually from 46.1 µM), for the others: at the highest dose re-replication activation, actives largely listed as activators; 1.8% of 340,000 active; AID 624297, 2012; note: potency is the fitted concentration of half-maximal effect; % of control where 0% means no effect; nearly all actives have a fitted effect of over 55% in size
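Image-based DNA-content assay: after two days of treatment, nuclei were labelled with the DNA dye Hoechst and imaged, and hits were compounds raising the count of nuclei showing high fluorescence intensity.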
WRN inhibitor: qHTS for Inhibitors of WRN Helicase; AID 651768, 2012; Bifunctional 3'-5' exonuclease/ATP-dependent helicase WRN (Homo sapiens), Q14191; 0.46% of 360,000 active; Potency, µM (highest dose often 114 µM), for the others: at the top dose activity change, negative = inhibition, actives largely listed as inhibitors; WRN helicase unwinding, fluorescent forked duplex, kinetic; note: potency is the fitted concentration of half-maximal effect; % is set by controls: 0 for no effect and ±100 for the full control effect; nearly all actives have a fitted effect of over 55% in size
Target sequence (Q14191 whole entry, looked up): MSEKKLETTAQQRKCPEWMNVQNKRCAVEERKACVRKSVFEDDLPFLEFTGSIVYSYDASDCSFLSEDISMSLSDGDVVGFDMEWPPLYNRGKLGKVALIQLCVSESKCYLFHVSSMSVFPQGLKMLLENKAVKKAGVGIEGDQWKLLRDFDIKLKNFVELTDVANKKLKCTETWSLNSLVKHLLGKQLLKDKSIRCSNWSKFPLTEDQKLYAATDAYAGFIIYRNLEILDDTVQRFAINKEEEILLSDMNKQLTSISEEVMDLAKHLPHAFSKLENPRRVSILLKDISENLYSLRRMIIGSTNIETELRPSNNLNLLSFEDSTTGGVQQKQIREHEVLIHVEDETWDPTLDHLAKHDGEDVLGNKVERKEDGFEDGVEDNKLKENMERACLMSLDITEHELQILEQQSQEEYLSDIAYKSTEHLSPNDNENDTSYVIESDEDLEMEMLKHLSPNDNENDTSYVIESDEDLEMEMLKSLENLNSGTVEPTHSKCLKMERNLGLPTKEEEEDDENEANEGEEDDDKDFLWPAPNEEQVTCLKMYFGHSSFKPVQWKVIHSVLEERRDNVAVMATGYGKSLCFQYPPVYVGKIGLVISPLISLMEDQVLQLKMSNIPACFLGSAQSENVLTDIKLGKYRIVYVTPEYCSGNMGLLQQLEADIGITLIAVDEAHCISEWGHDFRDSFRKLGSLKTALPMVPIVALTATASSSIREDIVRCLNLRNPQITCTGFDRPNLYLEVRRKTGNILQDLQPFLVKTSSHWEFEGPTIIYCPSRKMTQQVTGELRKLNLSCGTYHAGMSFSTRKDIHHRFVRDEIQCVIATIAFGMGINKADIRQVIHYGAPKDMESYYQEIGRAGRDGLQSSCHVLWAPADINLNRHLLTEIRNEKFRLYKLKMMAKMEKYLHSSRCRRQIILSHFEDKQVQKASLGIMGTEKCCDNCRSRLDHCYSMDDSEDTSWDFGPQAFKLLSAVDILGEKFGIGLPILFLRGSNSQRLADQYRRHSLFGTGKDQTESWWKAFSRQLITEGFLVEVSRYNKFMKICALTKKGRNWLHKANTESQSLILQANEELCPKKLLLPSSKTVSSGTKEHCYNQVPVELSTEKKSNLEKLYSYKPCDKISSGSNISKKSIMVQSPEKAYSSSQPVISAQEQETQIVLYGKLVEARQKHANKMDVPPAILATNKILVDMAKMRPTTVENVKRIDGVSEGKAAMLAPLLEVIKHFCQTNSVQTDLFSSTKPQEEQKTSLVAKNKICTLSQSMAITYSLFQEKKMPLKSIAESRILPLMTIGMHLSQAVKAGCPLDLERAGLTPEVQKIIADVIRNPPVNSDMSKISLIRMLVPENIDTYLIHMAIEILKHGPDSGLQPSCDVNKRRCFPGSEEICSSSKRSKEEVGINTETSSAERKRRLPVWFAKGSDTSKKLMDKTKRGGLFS
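Primary qHTS, 1536-well format. 20 nM WRN + compound, 15 min RT; start with 100 nM forked fluorophore/quencher duplex, 2 mM ATP (final); kinetic read ex 525/em 598 nm.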
IL1B secr inh: qHTS for Inhibitors of Inflammasome Signaling: IL-1-beta AlphaLISA Primary Screen; THP-1 LPS/ATP IL-1B secretion, AlphaLISA, 16 h; stronger effect = lower value; activity change, % at 57.5 µM; 4.7% of 360,000 active; AID 743279, 2014; in the data active = activity change below about -50%; inconclusive = mostly about -30% to -49%; note: % is set by controls: 0 for no effect and ±100 for the full control effect
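Secreted IL-1B measured by AlphaLISA bead assay after 16 h compound exposure of THP-1 cells; compounds (final up to 57.5 uM) added 1 h before LPS (250 ng/mL) and ATP (1.25 mM) stimulation; lower signal means less secretion.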
ATXN2 expr inh: Primary qHTS for Inhibitors of ATXN expression; 0.72% of 360,000 active; HEK-293 ATXN2-luciferase reporter, luminescence, 24 h; Potency, µM (top dose mostly 57 µM), inactives show at the top dose activity change, negative = inhibition, actives largely listed as inhibitors; note: potency is the fitted concentration of half-maximal effect; % is set by controls: 0 for no effect and ±100 for the full control effect; nearly all actives have a fitted effect of over 55% in size
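qHTS (up to 57 uM final) was run with 24 h compound exposure of reporter cells at 37 °C. Each well was multiplexed: SteadyGlo luminescence measured ATXN2-luciferase expression after a fluorogenic Gly-Phe-AFC viability readout (25 uM final).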
KB-V1 cytotox: qHTS assay for MDR1-selective chemotherapeutics: Primary screen using the drug-selected MDR subline cells KB-V1; AID 1347076, 2019; Potency, µM (titrated, usually from 46.1 µM), inactives show at the top dose activity change, negative = cytotoxicity, actives largely listed as cytotoxic; 3.4% of 400,000 active; KB-V1 MDR cells viability, CellTiter-Glo, 72 h; note: potency is the fitted concentration of half-maximal effect; % is set by controls: 0 for no effect and ±100 for the full control effect; nearly all actives have a fitted effect of over 60% in size
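Cytotoxicity toward P-gp-expressing KB-V1 cells was determined as loss of CellTiter-Glo luminescence after 72 h at 37 degrees C. Compounds were tested in quantitative HTS format across a concentration range, with curves fitted to normalized data.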
KB-3-1 tox: qHTS assay for MDR1-selective chemotherapeutics: Primary screen using the parental adenocarcinoma cell KB-3-1; KB-3-1 viability, CellTiter-Glo ATP luminescence, 72 h; Potency, µM (highest dose often 46.1 µM), for the others: at the highest dose activity change, negative = cytotoxic, usual class: cytotoxic; 1.4% of 400,000 active; note: potency is the fitted concentration of half-maximal effect; % is set by controls: 0 for no effect and ±100 for the full control effect; nearly all actives have a fitted effect of over 60% in size
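Luminescent ATP read-out (CellTiter-Glo) measures survival of drug-naive KB-3-1 cells after 72 h compound exposure at 37 °C. Titration series was screened from lowest to highest concentration, with DMSO vehicle plates as background controls.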
HT1080 IDH1KD tx: qHTS for induction of synthetic lethality in tumor cells producing 2HG: qHTS for the HT-1080-IDH1KD cell line. Potency, µM (titrated, usually from 46.1 µM), inactives show at the highest dose activity, negative = toxicity, most hits filed as cytotoxic. HT-1080 IDH1 knockdown viability, ATP luminescence, 48 h. 2% of 360,000 active;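 note: potency is the fitted concentration of half-maximal effect; 0% = DMSO wells and -100% = cell-free medium wells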
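Knockdown cells (IDH1KD HT-1080) received compounds 2 h after plating at 750 cells/well and were kept 48 h at 37 °C in 5% FBS RPMI. A CellTiter-Glo luminescence read gave % activity for curve fitting.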
HT1080NT lethal: qHTS for induction of synthetic lethality in tumor cells producing 2HG: qHTS for the HT-1080-NT fibrosarcoma cell line | HT-1080-NT fibrosarcoma viability, CellTiter-Glo ATP luminescence, 48 h | Potency, µM (doses to about 46.1 µM), for inactives: at the highest dose activity, negative = less viability, usual class: cytotoxic | 1.6% of 360,000 active | AID 686970, 2013;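 note: NT is the 2HG producing partner of a matched IDH1 knockdown line; potency is the fitted concentration of half-maximal effect; 0% = DMSO-treated cells and -100% = media-only wells without cells; nearly all actives have a fitted effect of over 55% in size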
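A 48-hour cytotoxicity screen used HT-1080-NT cells plated 2 hours before compound delivery. ATP-based CellTiter-Glo luminescence measured viability, normalized to DMSO and no-cell controls.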
* hit, by the source's call; [ ] = dose if it differs, or a comment. Unless noted, calls come from the whole dose curve; as a rule, active = well fitted curve in the direction sought with a large enough effect; inconclusive = small, poorly fitted or top-dose-only effect, or another doubt; inactive = no such curve, though single readings can be large; an effect the other way counts as inactive or inconclusive.

Results for CC[C@]1(C(=O)OC)[C@H]2C(=O)N(C)C(=O)[C@H]2[C@H]2CN=C(SCc3ccc(C)cc3)N21 ?
MCF10A rereplic: 14%; SW480 rerep: -1%; WRN inhibitor: -1%; IL1B secr inh: -2; ATXN2 expr inh: 2%; KB-V1 cytotox: 20%; KB-3-1 tox: inconclusive; HT1080 IDH1KD tx: 21%; HT1080NT lethal: 27%

How did COc1ccc2[nH]c(=O)c(C(c3nnnn3C3CCCC3)N3CCN(Cc4ccc5c(c4)OCO5)CC3)cc2c1 (centres undefined) do in these assays?
MCF10A rereplic: inconclusive; SW480 rerep: 27%; WRN inhibitor: -4%; IL1B secr inh: inconclusive; ATXN2 expr inh: 8%; KB-V1 cytotox: inconclusive; KB-3-1 tox: 6%; HT1080 IDH1KD tx: inconclusive; HT1080NT lethal: -28%

Results for CC(C)c1ccc(/C=N/NC(=O)c2nnn(-c3nonc3N)c2CSC2=NCCS2)cc1 ?
MCF10A rereplic: inconclusive; SW480 rerep: -2%; WRN inhibitor: -24%; IL1B secr inh: -87*; ATXN2 expr inh: -11%; KB-V1 cytotox: -23%; KB-3-1 tox: inconclusive; HT1080 IDH1KD tx: inconclusive; HT1080NT lethal: -13%

What do the screens show for `OCCC1CN(C2CSCCSC2)CCN1Cc1ccccc1` (centres undefined)?
MCF10A rereplic: -6%; SW480 rerep: -2%; WRN inhibitor: -4%; IL1B secr inh: 18; ATXN2 expr inh: -5%; KB-V1 cytotox: -20%; KB-3-1 tox: 5%; HT1080 IDH1KD tx: 2%; HT1080NT lethal: -3%

What do the screens show for `CCOC(=O)c1nc(Nc2ccc(Nc3ccccc3)cc2)c2ccccc2n1`?
MCF10A rereplic: inconclusive; SW480 rerep: -4%; WRN inhibitor: -18%; IL1B secr inh: -65*; ATXN2 expr inh: inconclusive; KB-V1 cytotox: inconclusive; KB-3-1 tox: inconclusive; HT1080 IDH1KD tx: inconclusive; HT1080NT lethal: -29%

How did CC(=O)c1c[nH]c2ccc(C)cc2c1=O do in these assays?
MCF10A rereplic: 2%; SW480 rerep: -3%; WRN inhibitor: 2%; IL1B secr inh: -4; ATXN2 expr inh: -6%; KB-V1 cytotox: -14%; KB-3-1 tox: 1%; HT1080 IDH1KD tx: 9%; HT1080NT lethal: 7%

Results for COC(=O)C1C2C=CC3(CN(C(C)c4ccc(OC)cc4)C(=O)C13)O2 (centres undefined) ?
MCF10A rereplic: -1%; SW480 rerep: -10%; WRN inhibitor: -6%; IL1B secr inh: -13; ATXN2 expr inh: -2%; KB-V1 cytotox: 14%; KB-3-1 tox: 1%; HT1080 IDH1KD tx: 10%; HT1080NT lethal: 12%

What do the screens show for `CC1(C)CC=C(NNC(=O)c2cccnc2)C(=O)C1`?
MCF10A rereplic: -12%; SW480 rerep: 24%; WRN inhibitor: 0%; IL1B secr inh: 10; ATXN2 expr inh: -8%; KB-V1 cytotox: -13%; KB-3-1 tox: 9%; HT1080 IDH1KD tx: 7%; HT1080NT lethal: 11%

Results for COc1ccc(S(=O)(=O)N(C)CC(=O)N2CCCC2)cc1 ?
MCF10A rereplic: -2%; SW480 rerep: -47%[inhibitor]; WRN inhibitor: -32%; IL1B secr inh: -1; ATXN2 expr inh: -1%; KB-V1 cytotox: 16%; KB-3-1 tox: -3%; HT1080 IDH1KD tx: 2%; HT1080NT lethal: 6%

Results for CCOC(=O)c1c(C)[nH]c(C)c1S(=O)(=O)N(C)CC(=O)NCc1cccc(C)c1 ?
MCF10A rereplic: 0%; SW480 rerep: 15%; WRN inhibitor: 7%; IL1B secr inh: 31; ATXN2 expr inh: -2%; KB-V1 cytotox: 0%; KB-3-1 tox: 2%; HT1080 IDH1KD tx: -2%; HT1080NT lethal: 1%

Results for CC1CN(C(=O)CCC(=O)NCc2ccccc2Cl)c2ccccc2S1 (centres undefined) ?
MCF10A rereplic: -4%; SW480 rerep: -2%; WRN inhibitor: -6%; IL1B secr inh: -11; ATXN2 expr inh: 2%; KB-V1 cytotox: 12%; KB-3-1 tox: 0%; HT1080 IDH1KD tx: -8%; HT1080NT lethal: 0%

Results for COc1cccc(C(=S)N2CCCC2)c1OC ?
MCF10A rereplic: -7%; SW480 rerep: -3%; WRN inhibitor: 9%; IL1B secr inh: 14; KB-V1 cytotox: 8%; KB-3-1 tox: 4%; HT1080 IDH1KD tx: 0%; HT1080NT lethal: 5%

What do the screens show for `O=C1N/C(=N\S(=O)(=O)Cc2ccccc2)S/C1=C/c1cc([N+](=O)[O-])ccc1O`?
MCF10A rereplic: 1%; SW480 rerep: -34%[inhibitor]; WRN inhibitor: -27%; IL1B secr inh: 15; KB-V1 cytotox: 2%; KB-3-1 tox: -9%; HT1080 IDH1KD tx: 6%; HT1080NT lethal: 0%

How did CCc1ccc(NC(=O)CCN2C(=O)c3cccnc3C2=O)cc1 do in these assays?
MCF10A rereplic: -2%; SW480 rerep: 1%[9.22 µM]; WRN inhibitor: -2%; IL1B secr inh: 9; ATXN2 expr inh: 0%; KB-V1 cytotox: 14%; KB-3-1 tox: 10%; HT1080 IDH1KD tx: 8%; HT1080NT lethal: 5%

What do the screens show for `CCCC(=O)Nc1ccc(Br)c(Cl)c1`?
MCF10A rereplic: -5%; SW480 rerep: -3%; WRN inhibitor: 3%; IL1B secr inh: -2; ATXN2 expr inh: -15%; KB-V1 cytotox: 3%; KB-3-1 tox: -6%; HT1080 IDH1KD tx: 3%; HT1080NT lethal: 3%

Results for O=S(=O)(c1ccc(Cl)cc1)c1nc(-c2ccccc2F)oc1NCCN1CCOCC1 ?
MCF10A rereplic: -3%; SW480 rerep: -2%; WRN inhibitor: -28%; IL1B secr inh: inactive; ATXN2 expr inh: -4%; KB-V1 cytotox: inconclusive; KB-3-1 tox: -11%; HT1080 IDH1KD tx: -8%; HT1080NT lethal: 2%

What do the screens show for `COc1cc(C2N3CC4(C)CN2CC(C)(C3)C4)ccc1O` (centres undefined)?
MCF10A rereplic: -4%; SW480 rerep: -11%; WRN inhibitor: 3%; IL1B secr inh: 23; ATXN2 expr inh: 0%; KB-V1 cytotox: 1%; KB-3-1 tox: 14%; HT1080 IDH1KD tx: -10%; HT1080NT lethal: 5%

How did Cc1cccc(-n2ccnc2SCC(=O)c2c(N)n(C3CC3)c(=O)[nH]c2=O)c1C do in these assays?
MCF10A rereplic: 4%; SW480 rerep: 0%; WRN inhibitor: 1%; IL1B secr inh: -4; ATXN2 expr inh: -11%; KB-V1 cytotox: 2%; KB-3-1 tox: -11%; HT1080 IDH1KD tx: -7%; HT1080NT lethal: -3%

Results for CCOc1ccc(C(=O)N(c2ccccn2)C2CCCCC2)cc1 ?
MCF10A rereplic: inconclusive; SW480 rerep: inconclusive; WRN inhibitor: -3%; IL1B secr inh: -8; ATXN2 expr inh: -6%; KB-V1 cytotox: inconclusive; KB-3-1 tox: inconclusive; HT1080 IDH1KD tx: -3%; HT1080NT lethal: -5%

What do the screens show for `CN1CCN(c2ccc(NC(=O)c3ccc(Br)o3)cc2)CC1`?
MCF10A rereplic: 19%; SW480 rerep: 13%; WRN inhibitor: -1%; IL1B secr inh: -22; ATXN2 expr inh: -10%; KB-V1 cytotox: 5%; KB-3-1 tox: 4%; HT1080 IDH1KD tx: 7%; HT1080NT lethal: -1%

What do the screens show for `CCOC(=O)c1cccc2c1-c1ccccc1/C2=N/O`?
MCF10A rereplic: 12%; SW480 rerep: 2%; WRN inhibitor: -24%; IL1B secr inh: -54*; ATXN2 expr inh: -24%; KB-V1 cytotox: 8%; KB-3-1 tox: 0%; HT1080 IDH1KD tx: inconclusive; HT1080NT lethal: inconclusive

Results for COc1ccc(N2C(=O)N3[C@H](c4ccc(Br)cc4)[C@@H]4C(=O)N(C(C)(C)C)C(=O)[C@@H]4[C@]3(Cc3ccccc3)C2=O)cc1 ?
MCF10A rereplic: 0%; SW480 rerep: inconclusive; WRN inhibitor: 1%; IL1B secr inh: -20; ATXN2 expr inh: -7%; KB-V1 cytotox: 24%; KB-3-1 tox: 0%; HT1080 IDH1KD tx: 6%; HT1080NT lethal: -4%

An excerpt from above in order of count of non-hydrogen atoms, smallest number first:
What do the screens show for `CCCC(=O)Nc1ccc(Br)c(Cl)c1`?
MCF10A rereplic: -5%; SW480 rerep: -3%; WRN inhibitor: 3%; IL1B secr inh: -2; ATXN2 expr inh: -15%; KB-V1 cytotox: 3%; KB-3-1 tox: -6%; HT1080 IDH1KD tx: 3%; HT1080NT lethal: 3%

What do the screens show for `CCOC(=O)c1cccc2c1-c1ccccc1/C2=N/O`?
MCF10A rereplic: 12%; SW480 rerep: 2%; WRN inhibitor: -24%; IL1B secr inh: -54*; ATXN2 expr inh: -24%; KB-V1 cytotox: 8%; KB-3-1 tox: 0%; HT1080 IDH1KD tx: inconclusive; HT1080NT lethal: inconclusive

Results for COc1ccc(N2C(=O)N3[C@H](c4ccc(Br)cc4)[C@@H]4C(=O)N(C(C)(C)C)C(=O)[C@@H]4[C@]3(Cc3ccccc3)C2=O)cc1 ?
MCF10A rereplic: 0%; SW480 rerep: inconclusive; WRN inhibitor: 1%; IL1B secr inh: -20; ATXN2 expr inh: -7%; KB-V1 cytotox: 24%; KB-3-1 tox: 0%; HT1080 IDH1KD tx: 6%; HT1080NT lethal: -4%
